# Screening results from PubChem.
# GLP1R ag = agonists of human GLP-1 receptor; P43220; HEK293 GLP-1R CRE-luciferase, luminescence, 4-6 h; cells express a hypersensitive GLP-1R form; Potency, µM (titrated, usually from 45.6 µM), without a hit: at the highest dose activation, most hits filed as activators; actives 0.007% (n = 380,000); AID 624172; also: potency is read from the fitted curve at half-maximal effect; % of control where 0% means no effect
# Target sequence (P43220 whole entry, looked up): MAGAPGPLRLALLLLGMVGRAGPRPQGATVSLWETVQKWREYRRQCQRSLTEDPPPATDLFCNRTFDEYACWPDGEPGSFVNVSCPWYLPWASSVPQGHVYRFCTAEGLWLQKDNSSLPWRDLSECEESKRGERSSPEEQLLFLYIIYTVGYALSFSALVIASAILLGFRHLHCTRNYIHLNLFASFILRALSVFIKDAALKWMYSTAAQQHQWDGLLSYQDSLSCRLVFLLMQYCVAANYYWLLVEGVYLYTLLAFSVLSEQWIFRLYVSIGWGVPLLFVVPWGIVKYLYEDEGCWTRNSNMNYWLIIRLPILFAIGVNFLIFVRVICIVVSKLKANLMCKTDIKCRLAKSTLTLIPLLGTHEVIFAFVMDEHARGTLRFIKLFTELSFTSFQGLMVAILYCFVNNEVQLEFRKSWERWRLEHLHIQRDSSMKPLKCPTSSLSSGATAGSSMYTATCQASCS
# TDP43 rescue = TDP-43 toxicity inhibition in yeast | TDP-43 expressing yeast growth rescue, BacTiter-Glo, 24 h | AID 652104 | Potency, µM (series often up to 46.1 µM), inactives show top-dose growth rescue (activation), actives largely listed as activators | actives 1.8% (n = 410,000); also: potency is read from the fitted curve at half-maximal effect; % of control where 0% means no effect; nearly all actives have a fitted effect of over 50% in size
#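 Galactose-induced TDP-43 yeast, OD600=0.02, compound pinned; 24 hr, 30 deg C; BacTiter-Glo luminescence for growth. Inhibitors of TDP-43 toxicity read as activators.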
# pAkt inh = Akt phosphorylation inhibition. activity change, % for hits at 50 µM. actives 0.32% (n = 360,000). Neuro2A IGF-stimulated pAkt S473 HTRF, 20 min; hits give low values; in the data active = activity change below about -80%; inconclusive = mostly about -51% to -80%; also: % is scaled to controls: 0 for no effect and ±100 for the full control effect
#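 Neuro2A cells (4,500/well, DMEM with 0.5% FBS) were treated with compound at a single 50 µM final concentration, stimulated with 6 nM IGF for 20 min at 37 °C, and lysed. Phospho-Akt Ser473 was read by HTRF as 665/615 ratio ×10^4.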
# aSyn rescue = inhibitors of alpha-synuclein toxicity in yeast; Yeast expressing alpha-synuclein, growth rescue, BacTiter-Glo, 24 h; Potency, µM (titrated, usually from 46.1 µM), for the others: at the top dose growth rescue (activation), hits mostly activators; actives 0.14% (n = 370,000); also: potency is read from the fitted curve at half-maximal effect; % of control where 0% means no effect; nearly all actives have a fitted effect of over 65% in size
#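 Rescue of yeast growth: cells expressing toxic alpha-synuclein, induced in galactose at OD600 0.02, incubated with compound 24 h at 30 C. ATP luminescence quantified growth; inhibitors of toxicity appear as activators.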
# Abeta yeast res = compounds reversing amyloid beta toxicity in yeast; yeast expressing A-beta42, growth rescue, OD600, 48 h; response scale: 0% DMSO, 100% iron-clioquinol control; Potency, µM (series often up to 46.1 µM), for inactives: top-dose growth rescue, hits mostly activators; actives 0.063% (n = 410,000); also: potency is read from the fitted curve at half-maximal effect; nearly all actives have a fitted effect of over 55% in size
#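 Yeast growth medium received pinned compounds, then yeast cells expressing toxic A-beta were added; plates incubated at 30 C for 48 hr. Growth read as absorbance at 600 nm, normalized to DMSO and equimolar FeCl3 plus clioquinol controls.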
# PTHR1 ag = PTHR1 (human) receptor agonism | Q03431 | HEK293 GP2 PTHR1 cells, GloSensor cAMP luminescence, 1 h | Potency, µM (doses to about 115 µM), for the others: at the highest dose activation, most hits filed as activators | actives 0.075% (n = 410,000) | AID 743266; also: potency is read from the fitted curve at half-maximal effect; nearly all actives have a fitted effect of over 55% in size; some results filed as inactive show a strong effect at the top dose; inactives centre near -15; many of its hits are not listed in these tables
#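 HEK-293-derived GP2 cells expressing PTHR1 and a GloSensor cAMP reporter, 3,000/well, plated overnight, given luciferin plus IBMX (each 0.5 mM as added) for 1 h at 37 °C, then compound for 1 h at 37 °C. Luminescence was read after 15 min at room temperature.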
# D3 antag = blocks the human D3 dopamine receptor | D3R cells, DiscoveRx beta-arrestin luminescence, antagonist mode; hits give low values | max response, negative = inhibition, % | actives 2.5% (n = 360,000) | P35462; in the data active = max response below about -50%; inconclusive = no clear call, values can overlap the other calls; also: % is scaled to controls: 0 for no effect and ±100 for the full control effect; mostly tested at two doses, the higher about 12 µM
# Target sequence (P35462 whole entry, looked up): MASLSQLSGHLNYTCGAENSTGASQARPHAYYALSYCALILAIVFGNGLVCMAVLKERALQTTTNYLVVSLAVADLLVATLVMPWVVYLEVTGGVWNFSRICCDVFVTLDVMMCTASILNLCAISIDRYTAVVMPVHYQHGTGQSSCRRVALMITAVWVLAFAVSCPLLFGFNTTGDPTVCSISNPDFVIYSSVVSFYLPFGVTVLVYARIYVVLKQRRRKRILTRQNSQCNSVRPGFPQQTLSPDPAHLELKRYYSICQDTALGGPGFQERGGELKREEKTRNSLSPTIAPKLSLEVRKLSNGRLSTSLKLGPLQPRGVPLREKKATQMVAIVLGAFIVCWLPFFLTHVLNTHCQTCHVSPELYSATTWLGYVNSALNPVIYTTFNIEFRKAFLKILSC
#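 Cells expressing the human receptor were seeded at 1500 cells/well, incubated overnight at 37 degrees C in 5% CO2, then exposed to library compounds with dopamine controls for 90 minutes at 37 degrees C before luminescent detection.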
# FUS suppressor = FUS proteinopathy suppression in yeast; S. cerevisiae FUS-expressing, growth rescue, OD600, 24 h; Potency, µM (top dose mostly 76.6 µM), inactives show at the top dose growth rescue (activation), most hits filed as activators; actives 0.24% (n = 390,000); AID 1347120;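 also: potency is read from the fitted curve at half-maximal effect; plate controls were DMSO vehicle for no effect and reference control for full effect; nearly all actives have a fitted effect of over 55% in size; some results filed as inactive show a strong effect at the top dose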
#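 S. cerevisiae expressing FUS from galactose induction served as the toxicity model. Growth after 24hr at 30C, read as absorbance at 600 nm, indicates suppression of toxicity; compounds dosed at several concentrations.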
# GLP-1R inv ag = GLP-1 receptor (human) inverse agonism; HEK293 GLP-1R CRE-luciferase, luminescence, 24 h; GLP-1R form is constitutively active; P43220; Potency, µM (doses to about 38.3 µM), inactives show at the top dose activity change, negative = inhibition, actives largely listed as inhibitors; actives 1.6% (n = 410,000); also: potency is read from the fitted curve at half-maximal effect; % is scaled to controls: 0 for no effect and ±100 for the full control effect; nearly all actives have a fitted effect of over 55% in size
#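 Seeding at 200 cells/uL, 12 h culture, 24 hr compound treatment, then luciferase reagent and a luminescence read; cells are HEK293 stably expressing a constitutively active GLP-1R plus cAMP-responsive luciferase.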
# The depositor's hits bear a star; i = inactive; ? = inconclusive; · = not tested or not shown; [ ] = dose if it differs, or a comment. Unless noted, calls follow the shape of the dose curve; as a rule, active = well fitted curve in the direction sought with a large enough effect; inconclusive = small, poorly fitted or top-dose-only effect, or another doubt; inactive = no such curve, though single readings can be large; an effect the other way counts as inactive or inconclusive. Some of the compounds tested; count on the stated rates, not on these rows.
SMILES,GLP1R ag,TDP43 rescue,pAkt inh,aSyn rescue,Abeta yeast res,PTHR1 ag,D3 antag,FUS suppressor,GLP-1R inv ag
CCCCCCn1c(COc2ccccc2F)nnc1SCC(=O)NC1CCS(=O)(=O)C1 (configuration not stated),1%,11%,i,1%,1%,-28%,4,·,?
Nn1c(COc2cccc(Br)c2)nnc1SCC(=O)NCC1CCCO1 (configuration not stated),1%,1%,i,-7%,-7%,i,-9,-14%,-13%
Cc1cc(C)c2[nH]c3nc(SCC(=O)O)nnc3c2c1,0%,24%,i,3%,-3%,11%,90,-6%,5%
O=C(Nc1ccc(N2CCCCCC2)cc1)c1cccc(S(=O)(=O)N2CCOCC2)c1,-1%,9%,i,-6%,-5%,-24%,5,·,?
Cc1ccc(-c2nnc(SCC(=O)Nc3nccs3)n2N)cc1,-5%,3%,i,0%,9%,i,6,18%,13%
Cc1ccc(S(=O)(=O)N(C)C)cc1NC(=S)NC(C)CCCC(C)C (configuration not stated),-19%,-5%,i,-9%,?,-38%[inhibitor],?,?,?
COCCNC(=O)CN(C(=O)CCC(=O)Nc1ccccn1)c1ccc(C)c(C)c1,-7%,-7%,i,8%,2%,14%,20,5%,0%
CN1C(=O)c2cccc3c(S(=O)(=O)Nc4ccc(O)c(C(=O)O)c4)ccc1c23,-1%,21%,i,0%,1%,-5%,4,5%,29%
CC(CC(c1ccccc1)N1CCc2ccccc2C1)=NO (configuration not stated),-3%,13%,i,4%,6%,i,23,-16%,?
CN(C(=O)COC(=O)c1ccccc1NCc1ccco1)c1c(N)n(Cc2ccccc2)c(=O)[nH]c1=O,18%,-11%,i,1%,4%,i,3,?,-28%
COc1ccc(NC(=O)Nc2ccc3c(c2)C(=O)N([C@H](C)CO)C[C@@H](C)[C@@H](CN(C)C(=O)C2CCCCC2)OCCCC[C@H](C)O3)cc1,2%,11%,i,-1%,-1%,-13%,-17,?,-18%
Cc1ccc(S(=O)(=O)N2CCCCC2)cc1NC(=O)COc1ccccc1,6%,-9%,i,-14%,24%,-18%,-4,1%,?
O=C(COC(=O)CC1CCCC1)Nc1ccc(Cl)cc1,13%,-28%,i,0%,4%,i,7,-5%,-6%
Cc1c(/C=N/Nc2ccc(F)cc2)c(O)n(C)c(=O)c1C#N,-5%,8%,i,2%,-21%,-11%,-5,17%,1%
Cc1ccc2[nH]c3c(=O)n(CC(=O)NCCCN(C)Cc4ccccc4)ncc3c2c1,-2%,4%,i,-12%,·,i,-10,21%,-3%
O=c1cn[nH]c2ccccc12,8%,-5%,i,1%,-3%,i,-4,4%,41%[activator]
C=CCn1c(SCC(=O)NC2CCCC2)nc2c([nH]c3ccccc32)c1=O,-9%,3%,i,0%,-5%,i,10,1%,22%
O=C(NCCCCc1ccccc1)c1cccc(NC(=O)c2ccccc2)c1,0%,?,i,-1%,7%,-14%,9,28%,10µM*
CC(C)CCC(CCN1CCOCC1)c1ccc2c(c1)OCO2 (configuration not stated),3%,-14%,i,3%,4%,i,?,8%,-23%
Cc1sc(N/N=C/c2cccnc2)nc1-c1ccccc1,1%,19%,i,-1%,8%,18%[57.5 µM],39,?,0%
COCC(=O)Nc1nnc(C2CCCCC2)s1,-4%,7%,i,5%,6%,-10%[57.5 µM],3,-8%,46%[activator]
CC(=O)c1cccc(NC(=O)CSc2nc(N3CCOCC3)nc(N3CCOCC3)n2)c1,-4%,-23%,i,3%,-8%,-25%,1,·,53%[activator]
CCOc1ccccc1OCC(=O)NN=C1CCCC(=O)C1,10%,-7%,i,-7%,5%,19%,7,10%,-21%
CCCS(=O)(=O)N1CCCC(C(=O)NCCCOCC)C1 (configuration not stated),8%,-8%,i,0%,-13%,-22%[57.5 µM],-5,-9%,13%
COc1ccc(-c2ccc3oc(-c4ccc(OC)cc4)c(C#CC4(O)CCCCC4)c3c2)cc1,4%,0%,i,-2%,1%,-12%,50,26%,-1%
CN(C)CCNc1nc(-c2ccccc2)nnc1C(F)(F)F,1%,-2%,i,0%,27%,-21%[57.5 µM],-51*,-30%,3%
Cc1c(C(=O)OC2CCC(C)CC2)[nH]c2c1C(=O)CC(c1ccccc1Cl)C2 (configuration not stated),·,0%,·,·,-3%,-23%,·,-12%,0%
CN(C)C(=S)Nc1ccc2ccccc2c1,10%,-5%,i,-3%,15%,i,-20,8%,-21%
COc1ccc2c(c1)Cc1sc(NC(=O)c3cccs3)nc1-2,-8%,?,i,-9%,-26%,-40%[inhibitor][57.5 µM],5,12%,2%
CCOC(=O)CSc1nc2ccc(C)cc2cc1C#N,2%,-13%,i,7%,-10%,-7%[57.5 µM],-8,-13%,0%
Cc1ccc(CN2CC(C(=O)Nc3ncc(C)s3)CC2=O)cc1 (configuration not stated),0%,-16%,i,4%,-3%,-17%,-10,14%,8%
CCN1CCCC1CNC(=O)c1cc(COc2ccc(C)c(C)c2)on1 (configuration not stated),7%,3%,i,2%,9%,i,-9,1%,?
C=CCSc1ncc(CO)n1Cc1ccccc1,12%,-8%,i,-2%,-3%,-27%,-13,-13%,6%
CCOC(=O)c1c(NC(=O)C2C3C=CC(C3)C2C(=O)O)sc2c1CCC(CC)C2 (configuration not stated),-1%,-17%,i,-6%,-38%[inhibitor],-45%[inhibitor],-12,11%,?
O=C(Cn1ncc2c([nH]c3ccccc32)c1=O)N1CCN(c2ccc(F)cc2)CC1,-1%,-1%,i,2%,5%,i,11,-26%,-5%
N#Cc1cccc(NC(=O)CC2CCCCC2)c1,-7%,18%,·,-11%,31%,-7%[57.5 µM],7,11%,-14%
C(=N\N1CCN(Cc2cccc3ccccc23)CC1)/c1ccco1,3%,-2%,i,-2%,0%,i,-20,-13%,?
COc1ccc(-c2cc(C(=O)NCCCn3ccnc3)c3ccccc3n2)c(OC)c1,5%,6%,i,-5%,-1%,i,9,20%,2%
CO[C@@H]1CN(C)C(=O)c2cc(NC(=O)NC3CCCCC3)ccc2OC[C@@H](C)N(CC2CCOCC2)C[C@@H]1C,·,14%,i,0%,-3%,i,-60*,-5%,2%
Cc1cc(C)c(C(=O)OCC(=O)NCc2cccs2)c(C)c1,8%,26%,i,2%,10%,-4%,10,14%,-11%
COc1ccc([C@H]2N[C@]3(CCCN(Cc4ccc(C)cc4)C3=O)[C@H]3C(=O)N(Cc4ccccc4)C(=O)[C@@H]23)cc1,6%,6%,i,-1%,7%,i,18,?,?
Cc1oc(-c2cccs2)nc1CS(=O)CC(=O)NC1CCCCCC1 (configuration not stated),-1%,4%,i,0%,-4%,-20%,-16,-3%,-14%
Cc1ccc(O)c(-c2cc(C(=O)Nc3cccnc3)[nH]n2)c1,12%,1%,i,4%,-6%,-15%,-1,-15%,42%[activator]
COc1ccc(-c2nc(CS(=O)CC(=O)NC3CCCc4ccccc43)c(C)o2)cc1OC (configuration not stated),24%,17%,i,?,4%,i,32,6%,56%[activator]
Cc1cccc(-n2cnc3sc(C)c(C)c3c2=O)c1,1%,30%,i,16%,2%,i,-15,6%,12%
Cc1ccc(S(=O)(=O)N2CCCOC2CNC(=O)C(=O)NCCC2=CCCCC2)cc1 (configuration not stated),0%,0%,i,-3%,2%,-41%[inhibitor],-5,·,?

# Another view of some results above:
# Values run as follows: GLP1R ag	TDP43 rescue	pAkt inh	aSyn rescue	Abeta yeast res	PTHR1 ag	D3 antag	FUS suppressor	GLP-1R inv ag
> Cc1cccc(-n2cnc3sc(C)c(C)c3c2=O)c1
    1%	30%	i	16%	2%	i	-15	6%	12%
> Cc1ccc(S(=O)(=O)N2CCCOC2CNC(=O)C(=O)NCCC2=CCCCC2)cc1 (configuration not stated)
    0%	0%	i	-3%	2%	-41%[inhibitor]	-5	·	?

# Arranged by heavy-atom count (ascending): some entries from above
SMILES,GLP1R ag,TDP43 rescue,pAkt inh,aSyn rescue,Abeta yeast res,PTHR1 ag,D3 antag,FUS suppressor,GLP-1R inv ag
CCOC(=O)CSc1nc2ccc(C)cc2cc1C#N,2%,-13%,i,7%,-10%,-7%[57.5 µM],-8,-13%,0%
Cc1sc(N/N=C/c2cccnc2)nc1-c1ccccc1,1%,19%,i,-1%,8%,18%[57.5 µM],39,?,0%
Cc1cc(C)c(C(=O)OCC(=O)NCc2cccs2)c(C)c1,8%,26%,i,2%,10%,-4%,10,14%,-11%
Cc1ccc(S(=O)(=O)N(C)C)cc1NC(=S)NC(C)CCCC(C)C (configuration not stated),-19%,-5%,i,-9%,?,-38%[inhibitor],?,?,?
CCN1CCCC1CNC(=O)c1cc(COc2ccc(C)c(C)c2)on1 (configuration not stated),7%,3%,i,2%,9%,i,-9,1%,?
C=CCn1c(SCC(=O)NC2CCCC2)nc2c([nH]c3ccccc32)c1=O,-9%,3%,i,0%,-5%,i,10,1%,22%
O=C(Nc1ccc(N2CCCCCC2)cc1)c1cccc(S(=O)(=O)N2CCOCC2)c1,-1%,9%,i,-6%,-5%,-24%,5,·,?
COc1ccc(-c2nc(CS(=O)CC(=O)NC3CCCc4ccccc43)c(C)o2)cc1OC (configuration not stated),24%,17%,i,?,4%,i,32,6%,56%[activator]
COc1ccc(-c2ccc3oc(-c4ccc(OC)cc4)c(C#CC4(O)CCCCC4)c3c2)cc1,4%,0%,i,-2%,1%,-12%,50,26%,-1%
